KCNQ2 block – KCNQ2 potassium channel inhibitors, primary screen, cell-based, CHO-K1, FluxOR thallium flux, B-score (AID 2156); 20 min; stronger effect = lower value; B-score at 10 µM; Potassium voltage-gated channel subfamily KQT member 2 (Rattus norvegicus), O88943; hit rate 1.1% among 310,000;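 active = fluorescence ratio B-score at most minus 3 library SDs, with starting brightness B-score within 2 library SDs, cut at about -5.5 in these data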
Target sequence (O88943 whole entry, looked up): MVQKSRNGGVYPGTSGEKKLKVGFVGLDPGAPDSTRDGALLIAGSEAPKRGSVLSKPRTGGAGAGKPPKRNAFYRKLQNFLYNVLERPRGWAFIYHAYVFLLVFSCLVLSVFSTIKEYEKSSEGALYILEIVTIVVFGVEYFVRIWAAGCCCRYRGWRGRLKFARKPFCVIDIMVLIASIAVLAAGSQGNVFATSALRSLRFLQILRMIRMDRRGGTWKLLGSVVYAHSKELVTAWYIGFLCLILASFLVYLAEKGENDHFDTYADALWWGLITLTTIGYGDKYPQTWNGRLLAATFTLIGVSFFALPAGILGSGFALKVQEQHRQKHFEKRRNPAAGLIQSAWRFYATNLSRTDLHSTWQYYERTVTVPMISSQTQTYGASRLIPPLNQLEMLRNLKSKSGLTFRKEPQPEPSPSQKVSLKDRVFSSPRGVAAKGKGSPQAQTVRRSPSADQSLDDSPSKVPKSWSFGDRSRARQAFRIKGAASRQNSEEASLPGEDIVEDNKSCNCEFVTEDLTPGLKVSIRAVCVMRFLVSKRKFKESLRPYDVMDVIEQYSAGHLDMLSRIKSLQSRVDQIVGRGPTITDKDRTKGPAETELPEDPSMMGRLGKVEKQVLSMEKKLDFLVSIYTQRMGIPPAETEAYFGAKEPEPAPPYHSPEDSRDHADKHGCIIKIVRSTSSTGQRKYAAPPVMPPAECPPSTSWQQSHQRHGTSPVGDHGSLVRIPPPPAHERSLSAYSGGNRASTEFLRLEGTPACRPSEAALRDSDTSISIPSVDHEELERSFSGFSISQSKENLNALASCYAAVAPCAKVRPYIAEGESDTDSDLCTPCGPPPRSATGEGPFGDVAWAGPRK
CHT inh – inhibitors of human choline transporter CHT; CHT-expressing cells, membrane potential dye, choline response; stronger effect = lower value; B-score at 10 µM; hit rate 0.86% among 310,000;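 active = B-score over 3 SD under the library average, and starting fluorescence ratio not unusually high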;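 also: choline stimulus applied at its EC90 after an EC20 pre-addition; B-score computed on integrated fluorescence ratio after choline addition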
* hit, by the source's call; i = inactive; x = not tested or not shown.

SMILES | KCNQ2 block | CHT inh
Cc1ccc(S(=O)(=O)/N=C2/NC(=O)/C(=C\c3cc(Br)cc(Br)c3O)S2)cc1 | i | i
Cc1ccc(C)c(NC(=O)C2CCCN(S(=O)(=O)c3c(C)noc3/C=C/N(C)C)C2)c1 (configuration not stated) | i | i
CC12CCC(C(=Nc3ccc(N=C4C(=O)C5(C)CCC4C5(C)C)cc3)C1=O)C2(C)C | i | i
CC(C)CCC(O)(c1ccccc1)C(CN1CCOCC1)c1ccccc1 (configuration not stated) | i | i
CCOC(=O)c1nn(-c2ccc3c(c2)OCO3)cc1O | i | i
COc1ccc(/C=C/C(=O)OCC(=O)Nc2ccc(Cl)cc2F)cc1S(=O)(=O)N1CCOCC1 | i | i
CN(CC1CCOCC1)C(=O)CC1C(=O)NCCN1Cc1cccc(F)c1 (configuration not stated) | i | i
O=C(CSc1ncn[nH]1)Nc1ccc2c(c1)CCC2 | i | i
CC(C)CC(=O)Nc1nnc(SCC(=O)Nc2nccs2)s1 | i | i
COc1ccc(N(CCC(=O)O)S(=O)(=O)c2ccc(C)cc2C)cc1 | i | i
COc1cc(C2OC(=O)c3ccccc3S2)cc(OC)c1OC (configuration not stated) | i | i
CCOCCCn1c(=NC(=O)c2cccnc2)c(C(=O)OCC)cc2c(=O)n3ccccc3nc21 | i | i
N#Cc1ccccc1NC(=O)CC1c2ccccc2Oc2ccccc21 | i | i
NS(=O)(=O)c1ccc(NC(=S)NC(=O)c2ccc(Br)o2)cc1 | i | i
Cc1ccc(S(=O)(=O)Nc2ccc(S(=O)(=O)N3CCOCC3)cc2)cc1[N+](=O)[O-] | i | i
CCN1CCN(C(=S)NCCOC)CC1 | i | i
Cc1ccc(C(=O)Nc2ccc(N3CCN(C)CC3)cc2)cc1 | i | i
O=C(Nc1ccc(NC(=S)NC(=O)C(c2ccccc2)c2ccccc2)cc1)c1ccccc1 | i | i
CS/C(=N\S(=O)(=O)c1cccs1)NC(=O)CSc1nc2ccccc2s1 | i | i
CCc1ccccc1NC(=S)NN | i | i
COc1ccccc1/C=C1/SC(=O)N(CCC(=O)Nc2ccc(S(=O)(=O)Nc3nccs3)cc2)C1=O | i | i
CCO[C@@H]1OC(C(N)=O)=C[C@H](C2CCCCC2)[C@H]1CCCO | i | i
COc1ccc(N2CCN(C(=O)c3oc4ccccc4c3NC(=O)Cc3ccc(OC)c(OC)c3)CC2)cc1 | i | i
COc1cc(Br)cc(/C=N/NC(=O)Cc2ccccc2)c1O | i | i
CCc1ccc(C(=O)COC(=O)CCc2nc3ccccc3c(=O)[nH]2)cc1 | i | i
CCOc1cc(C(=S)N2CCCCC2)ccc1OCC(=O)NCc1ccccc1 | i | i
CCc1ccccc1N(CC(=O)N1CCN(c2ccccc2)CC1)S(C)(=O)=O | i | i
CCOc1ccc(CN2CCN(CC3CC3)CC2CCO)cc1 (configuration not stated) | i | i
Cc1c(Cl)cccc1NC(CC(=O)c1ccccc1)C(=O)O (configuration not stated) | i | i
CC(=O)Nc1cc(NC(C)=O)cc(C(=O)NC(C)(C)C)c1 | i | i
Cn1ccsc1=NC(=O)c1cc(S(=O)(=O)N2CCOCC2)ccc1F | i | i
O=C(N/N=C1/CCS(=O)(=O)c2ccc(F)cc21)c1cccnc1 | i | i
CC[C@H](C)[C@@H]1NC(=O)c2cc([N+](=O)[O-])cc(F)c2OCC[C@@H](C(N)=O)NC(=O)[C@H](CCCCN)NC1=O | i | i
COc1ccccc1CN1CCNC(=O)C1CC(=O)NCCc1cnccn1 (configuration not stated) | i | i
COc1ccc(/C=N\NC(=S)SCN2C(=O)C3CCC(C)(C2=O)C3(C)C)cc1 (configuration not stated) | i | i
Nc1cc(=O)nc(SCC(=O)NCc2ccccc2)n1CCc1ccccc1 | i | i
COc1ccc(Cc2nn3c(-c4cc(OC)c(OC)c(OC)c4)nnc3s2)cc1 | i | i
CC(C)(C)c1ccc(C(=O)NCC(=O)N/N=C/c2cccs2)cc1 | i | i
Cc1nc2sc3c(c2c(=O)o1)CCCC3 | x | i
CCNC(=O)CON=C1c2ccccc2-c2ccccc21 | i | i
Fc1ccccc1CSc1nc2ncc(Br)cc2[nH]1 | i | i
Cc1ccc(C)c(-c2nnc(NC(=O)Cc3ccccc3)o2)c1 | i | i
CC(C)(C)n1nnnc1C(c1ccc(C(F)(F)F)cc1)N(Cc1ccc(F)cc1)Cc1ccco1 (configuration not stated) | -6.54* | i
COc1ccc(/C=N/c2oc(-c3ccccc3)cc2C#N)cc1OC | i | i
COCCNc1nc(-c2cc(-c3ccc(Cl)cc3)on2)cc(C(C)C)n1 | i | i
CCOc1ccc(NC(=O)CN(C)CC(=O)NC2CCCc3ccccc32)cc1OCC (configuration not stated) | i | i
C/C(=N\NC(=S)NCc1ccccc1)c1ccccc1 | i | i
O=C(CSc1nnc(COc2ccccc2)o1)Nc1ccc(F)cc1 | i | i
Cc1ccccc1SCC(=O)Nc1cc(S(=O)(=O)N2CCOCC2)ccc1N1CCOCC1 | i | i
CCCCn1c(CNC(=O)Cc2ccccc2)nc2ccccc21 | i | i

Molecules from the list above with a COOH group, in the order listed:
SMILES | KCNQ2 block | CHT inh
COc1ccc(N(CCC(=O)O)S(=O)(=O)c2ccc(C)cc2C)cc1 | i | i
Cc1c(Cl)cccc1NC(CC(=O)c1ccccc1)C(=O)O (configuration not stated) | i | i

Arranged by molecular weight (highest first): 5 of the compounds above
SMILES | KCNQ2 block | CHT inh
COc1ccc(Cc2nn3c(-c4cc(OC)c(OC)c(OC)c4)nnc3s2)cc1 | i | i
CC(C)(C)c1ccc(C(=O)NCC(=O)N/N=C/c2cccs2)cc1 | i | i
COc1ccc(/C=N/c2oc(-c3ccccc3)cc2C#N)cc1OC | i | i
CCOc1ccc(CN2CCN(CC3CC3)CC2CCO)cc1 (configuration not stated) | i | i
CC(=O)Nc1cc(NC(C)=O)cc(C(=O)NC(C)(C)C)c1 | i | i

(next part)
SMILES | KCNQ2 block | CHT inh
COc1ccccc1-n1c(SCC(=O)N2CCCC2)nc2cccnc21 | i | i
CCOc1ccccc1N1CCN(C(=S)NCc2ccc(Cl)cc2)CC1 | i | i
Cc1ccc(CNS(=O)(=O)c2ccc3c(c2)n(C)c(=O)c(=O)n3C)cc1 | i | i
C/C(=C\C(=O)N1CCc2ccccc21)C(=O)O | i | i
COC(=O)C(O)(CC(=O)Nc1ccc(Cl)cc1Cl)C(F)(F)F (configuration not stated) | i | i
CN(C(=O)c1cccs1)C1(C)CCS(=O)(=O)C1 (configuration not stated) | i | i
CC1=C(C#N)C(NC(=O)C(C)(C)C)(C(F)(F)F)C(=O)N1 (configuration not stated) | i | i
Cc1ccc(N(Cc2cc3ccccc3[nH]c2=O)S(=O)(=O)c2ccccc2)cc1 | i | i
Cn1cc(S(=O)(=O)CC(=O)N2CCCc3ccccc32)c2ccccc21 | i | i
Cc1ccc2nc3c(c(Nc4ccccc4)c2c1)CCC3 | i | i
Cc1ccc(OCCNCc2ccccc2)c(C)c1 | i | i
NC(=O)CSc1ccc(-c2ccc(F)cc2)nn1 | i | i
Cn1c(=O)n(CC(=O)Nc2ccc(F)cc2)c2ccccc21 | i | i
CC1CCCCN1C(=S)NCc1ccccc1 (configuration not stated) | i | i
CCC1(C)NC(=O)N(CC(=O)Nc2sc3c(c2C(N)=O)CCC3)C1=O (configuration not stated) | i | i
c1csc(-c2nc(N3CCOCC3)c3ccccc3n2)c1 | i | i
S=c1nc[nH]c2nc[nH]c12 | i | i
CCCCn1c(-c2ccc(OC(F)F)cc2)nc2c1c(=O)[nH]c(=O)n2CC(C)C | i | i
CCOc1ccc(CCNC(=O)COC(=O)/C=C/c2ccc(OC)c(OC)c2)cc1OCC | i | i
Cc1cn([C@@H](CCCCNC(=O)OC(C)(C)C)C(=O)NCCCCCCCCCCC(=O)N2CCN(C(=O)OC(C)(C)C)CC2)nn1 | x | -5.81*
Cc1nc2sccn2c(=O)c1CCN1CCC(=C(c2ccc(F)cc2)c2ccc(F)cc2)CC1 | i | i
Cc1ncc(CO)c(/C=N/NC(=S)Nc2cccc(Cl)c2)c1O | i | i
CCCC(C)C(=O)Nc1nnc(CCc2ccccc2)s1 (configuration not stated) | i | i
CN(C)S(=O)(=O)c1ccc(NC(=O)c2c(F)cccc2Cl)cc1 | i | i
Brc1cc2c(cc1CN1CCc3ccccc3C1)OCO2 | i | i
Cc1nnc2sc(-c3ccncc3)nn12 | i | i
N=c1c2c3c(sc2ncn1Cc1ccco1)CCCCC3 | i | i
Cc1ccc(CN2CCNC(=O)C2CC(=O)NC2CCCCCC2)cc1 (configuration not stated) | i | i
O=C(NN1CCOCC1)c1ccccc1F | i | i
COc1ccc(S(=O)(=O)N2CC(C(=O)O)Oc3ccc(Cl)cc32)cc1 (configuration not stated) | i | i
CCN(CC)S(=O)(=O)c1cccc(NC(=O)CNC2CCCCCC2)c1 | i | i
Cc1ccc(NC(=O)c2cc(-c3cc(Cl)ccc3O)n[nH]2)cc1C | i | i
COC(c1ccccc1)c1nnc(CCC(=O)NC2CCCCC2)o1 (configuration not stated) | i | i
O=C(CSc1nnc2sc3ccccc3n12)c1ccco1 | i | i
Cc1cccc(Nc2nnc(SCC(=O)NC(=O)Nc3ccc4c(c3)OCCO4)s2)c1 | i | i
CCOc1cc(/C=N/NC(=O)c2ccccn2)ccc1OC(=O)c1cccs1 | i | i
NC(=O)Cn1ccc(O)c(Cc2ccc(Cl)cc2Cl)c1=O | i | i
Cc1ccc(C)c(NC(=O)COc2coc(CN3CCc4ccccc43)cc2=O)c1 | i | i
C[C@H](NC(=O)N1CCn2c1nc1ccccc12)C(=O)NCc1ccc(F)cc1 | i | i
NNc1nc(Nc2ccccc2)nc(Nc2ccccc2)n1 | i | i
Cc1ccc(Oc2nc(-c3ccccn3)nc3ccccc23)cc1 | i | i
COc1cccc(OC)c1C(=O)Nc1c(C)n(C)n(-c2ccccc2)c1=O | i | i
CCC(CC)C(=O)Nc1cc(NC(=O)C(CC)CC)cc(C(=O)O)c1 | i | i
CC1(C)Cc2c(cnn2-c2cccc(F)c2)C(NC(=O)c2ccc[n+]([O-])c2)C1 (configuration not stated) | i | i
COc1ccc(N2C(=O)/C(=C/c3ccc([N+](=O)[O-])cc3)N=C2C)c(OC)c1 | i | i
O=C(Cn1c(=O)oc2ccccc21)NC(=O)NCc1ccco1 | i | i
CCN1C(=O)CS/C1=N\c1nccs1 | i | i
Cc1c([N+](=O)[O-])c(C(=O)Nc2ccc3c(c2)OCCO3)nn1C | i | i
Cc1cccc(Cn2c(Sc3nc(C)cs3)nc3c2c(=O)[nH]c(=O)n3C)c1 | i | i
Cc1ccc(C(=O)c2c3ccc([N+](=O)[O-])cc3[n+]([O-])n2CCCN)cc1 | i | i

The list goes on:
SMILES | KCNQ2 block | CHT inh
CCC1CCCCN1C(=O)CSc1nc(N)c(NC(=O)c2ccco2)c(=O)[nH]1 (configuration not stated) | i | i
CCCCn1ccnc1C(=O)c1ccc(S(=O)(=O)N(CCOC)CCOC)cc1 | i | i
O=C(c1cc([N+](=O)[O-])ccc1Cl)N1CCN(c2ccccn2)CC1 | i | i
CCCCNC(=O)c1cc2nc3c(c(C(F)(F)F)n2n1)CCc1ccccc1-3 | i | i
Cc1cc(N=Cc2c(O)n(-c3ccc4c(c3)OCO4)c(=O)c3ccccc23)ccn1 | i | i
COc1cccc(CNC(=O)c2csc3c2CCCC3)c1 | i | i
COc1cc(/C=N/n2cnnc2)ccc1OC(=O)c1ccco1 | i | i
CCn1ncc(CN2CCN(Cc3cccc(OC)c3)C(CCO)C2)c1C (configuration not stated) | i | i
C=CCNC(=O)C(C#N)c1nc2ccccc2nc1N1CCCCCC1 (configuration not stated) | i | i
Cc1c(C(=O)NCCc2ccc(S(N)(=O)=O)cc2)cccc1[N+](=O)[O-] | i | i
O=C(O)c1cc(C(=O)O)c(-c2ccccc2)c(C(=O)O)c1 | i | i
Fc1ccc(CNC(=S)Nc2ccc(Cl)cc2)cc1 | i | i
COc1cc(C2C(C#N)=C(N)N(c3sc4c(c3C#N)CCCC4)C3=C2C(=O)CC(C)(C)C3)cc(OC)c1OC (configuration not stated) | i | i
CS(=O)(=O)n1nc(-c2cccnc2)nc1NCc1ccccc1 | i | i
O=C(O)CCS(=O)(=O)c1nc(-c2cccs2)cc(C(F)(F)F)n1 | i | i
CCN(CC(=O)Nc1ccc(NC(C)=O)cc1)C(=O)Cc1cccc2ccccc12 | i | i
Cc1cccc(CCNC(=O)C2CCC(CNc3c(N4CCCC4)c(=O)c3=O)CC2)c1 (configuration not stated) | i | i
CCOC(=O)C1CCN(S(=O)(=O)c2ccc3c(c2)CC(C)N3C(=O)C2CC2)CC1 (configuration not stated) | i | i
CC(=O)Oc1ccc(C(=O)Nc2cccc(C(=O)c3ccc(C)c(C)c3)c2)cc1 | i | i
O=C(N/N=C\c1ccccn1)C1c2ccccc2Oc2ccccc21 | i | i
Cc1cccc(/C(N)=N/OC(=O)N2c3ccccc3Sc3ccccc32)c1 | -6.77* | i
Cc1nc2ccccc2n1CCC(=O)O | i | i
Cc1ccc(NS(=O)(=O)c2cccc(C(=O)Nc3c(C)n(C)n(-c4ccccc4)c3=O)c2)cc1 | i | i
CCCCn1c(N)c(Sc2ccccc2[N+](=O)[O-])c(=O)[nH]c1=O | i | i
CCc1ccc(NC(=S)N(Cc2ccccc2)Cc2ccccn2)cc1 | i | i
CCOc1cc(S(=O)(=O)NCCc2ccccc2C)c(OCC)cc1-n1cnnn1 | i | i
Cc1ccc(NC(=O)CCC(=O)NNC(=O)COc2ccc([N+](=O)[O-])cc2)cc1C | i | i

Screening results from PubChem BioAssay.
